High-throughput results as filed in PubChem BioAssay.
USP1-UAF1 inh – inhibitors of human USP1/UAF1 deubiquitinase. O94782. recombinant USP1/UAF1, Ub-Rhodamine cleavage fluorescence. Potency, µM (doses to about 57.1 µM), for the others: at the highest dose activity change, negative = inhibition, actives largely listed as inhibitors. 0.23% of 390,000 active; also: potency is read from the fitted curve at half-maximal effect; % is scaled to controls: 0 for no effect and ±100 for the full control effect; nearly all actives have a fitted effect of over 60% in size; inactives centre near -12
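Step one: compound is pinned into 1nM USP1/UAF1 in HEPES pH 7.8 buffer with TCEP. Step two: 15 min room-temperature incubation. Step three: Ub-Rho (150nM final) starts cleavage, tracked by fluorescence over six one-minute reads.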
TrxR1 inh – blocks rat thioredoxin reductase 1; O89049; Potency, µM (doses to about 114 µM), without a hit: at the highest dose activity change, negative = inhibition, most hits filed as inhibitors; 1% of 390,000 active; AID 588453; recombinant rTrxR1, NADPH fluorescence consumption, selenite substrate; also: potency is read from the fitted curve at half-maximal effect; % is scaled to controls: 0 for no effect and ±100 for the full control effect; nearly all actives have a fitted effect of over 65% in size
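Rat TrxR1 (90 nM in the dispensed reagent) was pre-reduced with 400 uM NADPH for 5 min at room temperature, then incubated with compound for 15 min. After 400 uM selenite was added, NADPH fluorescence (Ex 340/Em 450 nm) was followed for 8 min.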
D2 agonist – D2 dopamine receptor (human) agonism | P14416 | activation, % at 2 µM | 0.53% of 340,000 active | HEK293 T-REx D2 cells, calcium flux agonist mode;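 active = activation over 3 SD above normal in the single-dose calcium agonist read, cut at about 30% in these data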; also: 0% is about no effect
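Tetracycline-induced HEK293 Trex cells with D2 receptor force-coupled to calcium signaling, plated overnight at 30 C and loaded with no-wash calcium dye. Calcium flux read kinetically for 180 s after compound addition; responses flag agonists.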
TRHR ag – agonists of human TRH receptor | TRHR cells, calcium flux fluo-8, FDSS agonist mode | activation, % at 2 µM | 0.18% of 360,000 active; in the data active = activation above about 30%; also: 0% is about no effect
Target sequence (P34981 whole entry, looked up): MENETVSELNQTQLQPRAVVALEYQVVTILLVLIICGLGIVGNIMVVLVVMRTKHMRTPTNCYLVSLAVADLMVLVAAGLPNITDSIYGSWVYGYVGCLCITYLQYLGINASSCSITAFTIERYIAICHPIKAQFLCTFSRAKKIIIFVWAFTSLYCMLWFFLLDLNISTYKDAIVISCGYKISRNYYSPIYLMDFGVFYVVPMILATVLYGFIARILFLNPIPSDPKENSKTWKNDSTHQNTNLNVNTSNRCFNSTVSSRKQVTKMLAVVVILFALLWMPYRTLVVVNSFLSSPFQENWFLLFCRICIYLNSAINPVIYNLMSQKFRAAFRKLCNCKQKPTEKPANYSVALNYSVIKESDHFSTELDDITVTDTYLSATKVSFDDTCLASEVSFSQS
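Agonist-mode FDSS calcium read (Ex 480/Em 530, 1 s cycles) in 1536-well TRHR cells with fluo-8 dye, after 10-cycle baseline and 23 nL compound addition; TRH at EC20 (10 nM final) added afterwards for the enhancer phase.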
IDH1 R132H inh – blocks human mutant IDH1 R132H enzyme; O75874; IDH1-R132H enzyme, NADPH consumption, diaphorase/resazurin fluorescence; Potency, µM (doses to about 76.6 µM), for inactives: at the highest dose activity change, negative = inhibition, hits mostly inhibitors; 0.093% of 390,000 active; AID 602179; also: potency is read from the fitted curve at half-maximal effect; % is scaled to controls: 0 for no effect and ±100 for the full control effect; nearly all actives have a fitted effect of over 65% in size
Target sequence (O75874 whole entry R132H, stated change not applied): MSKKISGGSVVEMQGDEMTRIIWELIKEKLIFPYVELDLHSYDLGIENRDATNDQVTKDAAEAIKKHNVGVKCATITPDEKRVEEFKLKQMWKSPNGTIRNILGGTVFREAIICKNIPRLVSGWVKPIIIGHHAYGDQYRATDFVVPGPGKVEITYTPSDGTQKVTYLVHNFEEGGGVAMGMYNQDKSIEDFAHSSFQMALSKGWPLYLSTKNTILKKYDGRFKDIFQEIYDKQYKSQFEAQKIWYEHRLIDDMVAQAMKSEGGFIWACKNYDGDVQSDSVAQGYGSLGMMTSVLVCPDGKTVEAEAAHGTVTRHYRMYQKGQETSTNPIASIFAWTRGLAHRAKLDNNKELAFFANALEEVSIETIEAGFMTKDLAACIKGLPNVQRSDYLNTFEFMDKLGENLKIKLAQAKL
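IDH1-R132H (0.5 ug/mL) preincubated 30 min with compound, then NADPH (0.016 mM) and alpha-KG (2 mM) added; 80 min at RT, pH 7.5. Remaining NADPH coupled via diaphorase/resazurin to fluorescence (540/590 nm); concentration-response curves normalized to no-enzyme control.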
D2 antag – antagonists of human D2 dopamine receptor | P14416 | HEK293 TREx D2 cells, calcium flux, dopamine EC80 | inhibition, % at 10 µM | 2% of 340,000 active | AID 485344; in the data active = inhibition above about 30%; also: 0% is about no effect
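Tetracycline-induced HEK293 T-REx cells expressing D2 force-coupled to calcium signalling were dye-loaded, exposed to compound for 180 s, then challenged with an EC80 of dopamine; calcium flux was followed kinetically for a further 180 s.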
TRHR enhancer – allosterically enhances the human TRH receptor | AID 493056 | P34981 | 0.66% of 360,000 active | enhancement, % at 2 µM | TRHR cells, fluo-8 calcium fluorescence, EC20 TRH enhancement; in the data active = enhancement above about 30%; also: 0% is about no effect
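TRHR-expressing cells loaded with fluo-8 calcium dye were read kinetically (ex 480/em 530) during compound addition, then stimulated with an EC20 of TRH (10 nM final). Enhancement of the Gq-mediated intracellular calcium response was scored.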
TrxR1 substrate – is turned over as a substrate by rat TrxR1 | O89049 | purified TrxR1 substrate turnover, NADPH consumption readout | Potency, µM (doses to about 114 µM), for the others: at the highest dose activity change, negative = substrate turnover | 0.01% of 390,000 active | AID 588456; also: potency is read from the fitted curve at half-maximal effect; % is scaled to controls: 0 for no effect and ±100 for the full control effect; nearly all actives have a fitted effect of over 50% in size
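Rat TrxR1, dispensed at 90 nM, was prereduced with 400 uM NADPH (final) for 5 min at ~22 deg C, then incubated with compound 15 min before 400 uM selenite. A first-read NADPH fluorescence drop versus no-compound background flagged substrates.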
PI4K2A inh – PI4K2A (human) kinase inhibition; Q9BTU6; purified PI4K2A, ADP-Glo luminescence, 1 h; active compounds read low; activity change, negative = inhibition, % at 76.9 µM; 0.13% of 420,000 active; AID 1346378; in the data active = activity change below about -50%; inconclusive = mostly about -30% to -49%;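 also: -100% = wells without enzyme as full effect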
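Compounds are screened against recombinant PI4K2A using PI as substrate and ATP, the latter dispensed at 300 microM. Reactions run one hour at ambient temperature before ADP-Glo detection; full inhibition defined by wells lacking enzyme.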
Numbers without * were called inactive; [ ] = dose if it differs, or a comment. Unless noted, calls follow the shape of the dose curve; as a rule, active = well fitted inhibition curve with a large enough effect; inconclusive = small, poorly fitted or top-dose-only effect; inactive = no such curve, though single readings can be large or run the other way.

CCCOc1ccccc1N/C(=N/c1nc(C)cc(C)n1)NC(=O)COc1ccc(OC)cc1 was read as USP1-UAF1 inh -24%, TrxR1 inh 27%[57.1 µM], D2 agonist 0.8, TRHR ag 0.6, IDH1 R132H inh 5%, D2 antag -7, TRHR enhancer 6, TrxR1 substrate -1%[57.1 µM] and PI4K2A inh -3.
N#C/C(=C\c1ccco1)Sc1nc2ccccc2s1 was read as USP1-UAF1 inh -21%, TrxR1 inh inconclusive, D2 agonist 0.0, TRHR ag -1.2, IDH1 R132H inh 6%, D2 antag 7, TRHR enhancer -9, TrxR1 substrate -17% and PI4K2A inh 15.
For O=c1cc(O)n(-c2ccccc2)c(=S)[nH]1 the results were USP1-UAF1 inh -8%, TrxR1 inh inconclusive, D2 agonist 0.0, TRHR ag 0.5, IDH1 R132H inh -5%, D2 antag -21, TRHR enhancer 2, TrxR1 substrate -9% and PI4K2A inh -17.
`CCCCN(C)CCCNC(=O)CN1C(=O)COc2ccc(S(=O)(=O)N3CCC(C)CC3)cc21` gave USP1-UAF1 inh -25%, TrxR1 inh -13%, D2 agonist 0.3, TRHR ag -0.3, IDH1 R132H inh 2%, TRHR enhancer 9, TrxR1 substrate -3% and PI4K2A inh 3.
COc1ccc(-c2cc(NC(=O)c3cncn3-c3ccccc3)ccc2OC)cc1 was read as USP1-UAF1 inh -2%, TrxR1 inh 5%[57.1 µM], D2 agonist 0.0, TRHR ag 0.3, IDH1 R132H inh -7%, D2 antag 7, TRHR enhancer -6, TrxR1 substrate 13%[0.0914 µM] and PI4K2A inh -2.
Cc1ccccc1NC(=O)Nc1csc2c1CCCC2 was read as USP1-UAF1 inh 0%, TrxR1 inh -1%, D2 agonist -0.3, TRHR ag 0.0, IDH1 R132H inh 15%, TRHR enhancer -8, TrxR1 substrate -7% and PI4K2A inh 4.
`O=C(c1ccc(S(=O)(=O)N2CCCCC2)cc1)N1CCc2ccccc2C1` gave USP1-UAF1 inh -16%, TrxR1 inh 37%[activator][57.1 µM], D2 agonist 1.7, TRHR ag 0.2, IDH1 R132H inh 9%, D2 antag 0, TRHR enhancer -10, TrxR1 substrate -10%[57.1 µM] and PI4K2A inh -6.
For CCCCCn1c(CN2CCN(c3cccc(Cl)c3)CC2)nc2c1c(=O)[nH]c(=O)n2C the results were USP1-UAF1 inh -12%, TrxR1 inh 15%, D2 agonist -2.2, TRHR ag -0.1, IDH1 R132H inh -2%, D2 antag -8, TRHR enhancer 10, TrxR1 substrate -9% and PI4K2A inh 2.
For CC1CCN(C(=O)Cn2cc([N+](=O)[O-])ccc2=O)c2ccccc2S1 (stereo unspecified) the results were USP1-UAF1 inh 5%, TrxR1 inh -1%[2.29 µM], IDH1 R132H inh 6%, TrxR1 substrate -4%[2.29 µM] and PI4K2A inh 5.
For O=C(Nc1ccc(Br)cc1)C1CCC(=O)N1Cc1ccccc1Cl (stereo unspecified) the results were USP1-UAF1 inh -23%, TrxR1 inh 19%, D2 agonist -0.1, TRHR ag -0.2, IDH1 R132H inh 7%, D2 antag 11, TRHR enhancer 2, TrxR1 substrate 3%[57.1 µM] and PI4K2A inh -1.
For O=C(C=Cc1ccccc1Cl)c1ccccc1 the results were USP1-UAF1 inh -12%, TrxR1 inh -48%[57.1 µM], IDH1 R132H inh 2%, TrxR1 substrate 0%[2.29 µM] and PI4K2A inh 11.
`COCCNC(=S)Nc1cc2oc3ccccc3c2cc1OC` gave USP1-UAF1 inh -23%, TrxR1 inh -14%, D2 agonist 57*, TRHR ag -0.6, IDH1 R132H inh 10%, D2 antag 30*, TRHR enhancer 4, TrxR1 substrate -5% and PI4K2A inh 1.
Screening CCCC(C)C(=O)Nc1cc([N+](=O)[O-])ccc1F (stereo unspecified) returned USP1-UAF1 inh -1%, TrxR1 inh -12%, D2 agonist -0.3, TRHR ag 0.0, IDH1 R132H inh 4%, D2 antag -1, TRHR enhancer 0, TrxR1 substrate -4% and PI4K2A inh -1.
Screening COCCn1c(N)c(Sc2ccc(C)cc2)c(=O)[nH]c1=O returned USP1-UAF1 inh -3%, TrxR1 inh 14%[57.1 µM], D2 agonist -0.2, TRHR ag -0.3, IDH1 R132H inh 7%, D2 antag -5, TRHR enhancer 2, TrxR1 substrate 5%[57.1 µM] and PI4K2A inh 7.
For COc1cc([N+](=O)[O-])ccc1NC(=O)COC(=O)CCOc1ccc(C)cc1 the results were USP1-UAF1 inh -24%, TrxR1 inh inconclusive, D2 agonist 0.6, TRHR ag -0.1, IDH1 R132H inh -7%, D2 antag -26, TRHR enhancer 1, TrxR1 substrate -9% and PI4K2A inh 15.
CN1CCN(c2nc(C(N)=O)cc(-c3ccccc3)n2)CC1 was read as USP1-UAF1 inh -9%, TrxR1 inh -2%, TRHR ag -0.7, IDH1 R132H inh -1%, TRHR enhancer 9, TrxR1 substrate 7% and PI4K2A inh 5.
O=C(CSc1ccc2ccccc2c1)NC1CCCc2ccccc21 (stereo unspecified) was read as USP1-UAF1 inh -13%, TrxR1 inh -10%, TRHR ag -0.1, IDH1 R132H inh 4%, TRHR enhancer 0, TrxR1 substrate -11% and PI4K2A inh 1.
Screening COc1ccccc1CC(=O)c1ccccc1OC returned USP1-UAF1 inh -1%, TrxR1 inh 11%[2.29 µM], IDH1 R132H inh 21%, TrxR1 substrate 16%[57.1 µM] and PI4K2A inh -7.
`COCC(=O)NC1CCN(S(=O)(=O)c2ccc(C(=O)O)cc2)CC1` gave USP1-UAF1 inh -13%, TrxR1 inh 23%, D2 agonist -0.1, TRHR ag 0.4, IDH1 R132H inh 7%, D2 antag 1, TRHR enhancer 2, TrxR1 substrate 10% and PI4K2A inh 1.
For O=C(c1ccccc1)c1nccc2ccccc12 the results were USP1-UAF1 inh 1%, TrxR1 inh -10%, D2 agonist 1.0, TRHR ag -0.1, IDH1 R132H inh 2%, D2 antag 0, TRHR enhancer -1, TrxR1 substrate -5% and PI4K2A inh 3.
`CC1(C)C(=O)C2(CCCCC2)C(=O)OC1C(=O)c1ccccc1` (stereo unspecified) gave USP1-UAF1 inh 4%, TrxR1 inh 10%[57.1 µM], D2 agonist 1.0, TRHR ag 0.4, IDH1 R132H inh 3%, D2 antag -8, TRHR enhancer -3, TrxR1 substrate -9% and PI4K2A inh 1.
For COc1ccc(/C=C(\NC(=O)c2ccco2)C(=O)N2CCOCC2)cc1 the results were USP1-UAF1 inh 3%, TrxR1 inh -1%[57.1 µM], D2 agonist 6.8, TRHR ag 0.1, IDH1 R132H inh 0%, D2 antag -5, TRHR enhancer 5, TrxR1 substrate -3%[57.1 µM] and PI4K2A inh 7.
CCOC(=O)c1[nH]c2ccc(OC)cc2c1N=CN(C)C was read as USP1-UAF1 inh -5%, TrxR1 inh -6%, D2 agonist 0.6, TRHR ag 0.2, IDH1 R132H inh 3%, D2 antag -3, TRHR enhancer -1, TrxR1 substrate 26% and PI4K2A inh 8.
Screening COC(=O)c1c(NC(=O)C(C)C)sc(C(=O)N2CCOCC2)c1C returned USP1-UAF1 inh -9%, TrxR1 inh 20%, D2 agonist -0.6, TRHR ag -0.3, IDH1 R132H inh -1%, D2 antag 17, TRHR enhancer 0, TrxR1 substrate 2% and PI4K2A inh 0.
COCCOC(=O)CC1=NC(=O)CS1 was read as USP1-UAF1 inh -17%, TrxR1 inh 19%[57.1 µM], D2 agonist -0.2, TRHR ag 0.8, IDH1 R132H inh 3%, D2 antag 2, TRHR enhancer 2, TrxR1 substrate -6%[57.1 µM] and PI4K2A inh -1.
O=C(Cn1c(SCC(=O)Nc2ccc(F)cc2)nc2ccccc21)NCc1ccccc1Cl was read as USP1-UAF1 inh -13%, TrxR1 inh 13%[57.1 µM], D2 agonist 1.5, TRHR ag -0.1, IDH1 R132H inh -19%, TRHR enhancer 9, TrxR1 substrate 6%[57.1 µM] and PI4K2A inh 2.
Screening CCOC(=O)N1CCC(n2c(SCC(=O)NCc3ccccc3)nc3ccccc3c2=O)CC1 returned USP1-UAF1 inh -17%, TrxR1 inh -7%, D2 agonist -1.2, TRHR ag -0.2, IDH1 R132H inh 2%, D2 antag -4, TRHR enhancer 0, TrxR1 substrate -11% and PI4K2A inh 2.

Structures shown so far with a halogen (5):
For CCCCCn1c(CN2CCN(c3cccc(Cl)c3)CC2)nc2c1c(=O)[nH]c(=O)n2C the results were USP1-UAF1 inh -12%, TrxR1 inh 15%, D2 agonist -2.2, TRHR ag -0.1, IDH1 R132H inh -2%, D2 antag -8, TRHR enhancer 10, TrxR1 substrate -9% and PI4K2A inh 2.
For O=C(Nc1ccc(Br)cc1)C1CCC(=O)N1Cc1ccccc1Cl (stereo unspecified) the results were USP1-UAF1 inh -23%, TrxR1 inh 19%, D2 agonist -0.1, TRHR ag -0.2, IDH1 R132H inh 7%, D2 antag 11, TRHR enhancer 2, TrxR1 substrate 3%[57.1 µM] and PI4K2A inh -1.
For O=C(C=Cc1ccccc1Cl)c1ccccc1 the results were USP1-UAF1 inh -12%, TrxR1 inh -48%[57.1 µM], IDH1 R132H inh 2%, TrxR1 substrate 0%[2.29 µM] and PI4K2A inh 11.
Screening CCCC(C)C(=O)Nc1cc([N+](=O)[O-])ccc1F (stereo unspecified) returned USP1-UAF1 inh -1%, TrxR1 inh -12%, D2 agonist -0.3, TRHR ag 0.0, IDH1 R132H inh 4%, D2 antag -1, TRHR enhancer 0, TrxR1 substrate -4% and PI4K2A inh -1.
O=C(Cn1c(SCC(=O)Nc2ccc(F)cc2)nc2ccccc21)NCc1ccccc1Cl was read as USP1-UAF1 inh -13%, TrxR1 inh 13%[57.1 µM], D2 agonist 1.5, TRHR ag -0.1, IDH1 R132H inh -19%, TRHR enhancer 9, TrxR1 substrate 6%[57.1 µM] and PI4K2A inh 2.
